APJ antag: antagonists of human APJ apelin receptor. CHO-K1 APJ beta-arrestin complementation, luminescence. inhibition, % at 20 µM. 0.32% of 330,000 active;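 active = inhibition above about 40% at 20 µM, limit read from the data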;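 also: cells challenged with 10 nM apelin-13 agonist together with compound; plate controls were apelin-13 plus DMSO wells for no effect and DMSO wells lacking apelin-13 for full effect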
UPR XBP1 act: activators of adaptive arm of unfolded protein response (XBP1); 0.33% of 330,000 active; CHO-XBP1 luciferase reporter, IRE1-XBP1 UPR activation, luminescence; percent of tunicamycin response, DMSO as zero; activation, % at 20 µM; AID 463104;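 active = versus positive control, 20 µM dose yields 30% or more activation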;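 also: 100% = tunicamycin at 10 µg/mL and 0% = DMSO only wells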
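Material: IRE1-XBP1 luciferase reporter CHO line / Quantity: one thousand reporter cells per well / Buffer or medium: F12 with 10% serum / Compound: 20 µM single concentration, DMSO 1% / Times: 6 h treatment, 37 °C / Detection: Steady-Glo luciferase glow luminescence, 10 min after reagent addition / Benchmarks: tunicamycin high, DMSO low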
tim23-1 inh: inhibits growth of tim23-1 mutant yeast; S. cerevisiae tim23-1 growth, BacTiter-Glo luminescence, 24 h; inhibition, % at 20 µM; 1.3% of 330,000 active; AID 463212;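 active = growth inhibition of the mutant yeast at or above 50%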;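 also: temperature-sensitive mutant grown at 25 °C; plate controls were DMSO-treated mutant yeast for no effect and medium wells lacking yeast for full effect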
APJ ag: activates the human apelin receptor APJ. P35414. CHO-K1 APJ PathHunter beta-arrestin, luminescence; 0% DMSO wells, 100% apelin. activation, % at 20 µM. 0.11% of 330,000 active. AID 2520;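 active = activation more than six SD over the plate average, tested at 20 µM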;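 also: 0% = DMSO alone and 100% = apelin-13 at 10 nM; some results filed as inactive read as strong as hits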
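Assay system: CHO-K1 APJ beta-arrestin complementation cell line / Compound: single test compound dose, 20 µM final, 1% DMSO / Times: overnight seeding, 90 min compound at 25 °C, 1 h detection / Technique: beta-gal luminescence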
Jurkat NFkB inh: lowers PMA/ionomycin-induced NF-kB signal in Jurkat cells | PMA/ionomycin-induced NF-kB luciferase reporter, luminescence | inhibition, % at 4 µM | 0.53% of 330,000 active; in the data active = inhibition above about 50%
Mdm2 MdmX PPI: disrupts the human Mdm2-MdmX interaction; 3% of 330,000 active; inhibition, % at 8 µM; SaOS-2 split-luciferase Mdm2/MdmX complementation, luminescence;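 active = inhibition of at least 50% at 8 µM in the primary screen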
Target sequence (O15151 whole entry, looked up): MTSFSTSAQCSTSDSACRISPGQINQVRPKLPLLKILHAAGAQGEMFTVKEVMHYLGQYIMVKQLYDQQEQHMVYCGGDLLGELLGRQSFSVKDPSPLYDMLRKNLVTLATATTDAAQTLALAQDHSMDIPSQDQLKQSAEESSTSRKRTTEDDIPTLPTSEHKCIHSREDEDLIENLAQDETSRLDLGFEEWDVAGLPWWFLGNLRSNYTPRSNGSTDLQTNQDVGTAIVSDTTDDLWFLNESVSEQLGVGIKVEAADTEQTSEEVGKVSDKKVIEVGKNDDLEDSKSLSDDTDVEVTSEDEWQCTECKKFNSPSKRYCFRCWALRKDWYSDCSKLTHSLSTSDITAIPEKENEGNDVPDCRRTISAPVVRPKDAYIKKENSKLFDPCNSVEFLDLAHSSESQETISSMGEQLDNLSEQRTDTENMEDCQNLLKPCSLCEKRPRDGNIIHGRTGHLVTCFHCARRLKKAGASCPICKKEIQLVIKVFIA
Target sequence (Q00987 whole entry, looked up): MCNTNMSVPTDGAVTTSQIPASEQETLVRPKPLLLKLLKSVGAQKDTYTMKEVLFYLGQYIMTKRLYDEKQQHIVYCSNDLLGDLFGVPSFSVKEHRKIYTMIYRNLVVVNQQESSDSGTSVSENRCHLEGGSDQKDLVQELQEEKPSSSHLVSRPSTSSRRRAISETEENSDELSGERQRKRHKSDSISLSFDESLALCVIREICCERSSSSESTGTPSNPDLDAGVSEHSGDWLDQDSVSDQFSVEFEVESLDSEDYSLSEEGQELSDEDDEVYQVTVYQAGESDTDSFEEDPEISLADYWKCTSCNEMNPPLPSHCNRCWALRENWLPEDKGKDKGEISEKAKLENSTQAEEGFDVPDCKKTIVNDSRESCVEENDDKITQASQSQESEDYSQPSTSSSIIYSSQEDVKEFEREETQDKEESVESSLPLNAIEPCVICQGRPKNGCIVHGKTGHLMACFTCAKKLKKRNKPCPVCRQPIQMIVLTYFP
697 NFkB inh: inhibitors of the PMA/ionomycin-induced NF-kB reporter in 697 B cells; 697 B-cell NF-kB luciferase reporter, 16 h; inhibition, % at 4 µM; 0.33% of 330,000 active; AID 435022; in the data active = inhibition above about 35%
CHOP UPR activ: activators of apoptotic arm of unfolded protein response (CHOP) | 0.34% of 330,000 active | activation, % at 10 µM | CHO-CHOP luciferase reporter, UPR activation, luminescence; percent of tunicamycin response over DMSO baseline | AID 449763;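 active = at 10 µM dose, activation of 40% or more, normalized to positive control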;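 also: 100% = tunicamycin at 10 µg/mL and 0% = DMSO alone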
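Assay system: CHO-CHOP cells, stable luciferase reporter of PERK-eIF2a-CHOP signalling / Buffer or medium: F12 plus 10% serum / Compound dosing: one dose, 10 µM in 0.5% DMSO / Times: 6 h compound treatment, 37 °C / Technique: luciferase luminescence / Read-out: % reporter activation, DMSO baseline versus tunicamycin full activation / Benchmarks: tunicamycin and DMSO controls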
* hit, by the source's call.

[1] Cc1c(C(=O)N(CC(C)C)c2c(N)n(Cc3ccccc3)c(=O)[nH]c2=O)sc2nc3n(c(=O)c12)CCC3
[2] CCOCCCNC(=O)C(c1ccc(C)cc1)N(Cc1ccc2c(c1)OCO2)C(=O)c1cnccn1 (stereo not given)
[3] CC(Sc1ccc(S(=O)(=O)N2CCOCC2)cc1[N+](=O)[O-])C(=O)O (stereo not given)
[4] N#Cc1c(NC(=O)Cn2c(=O)oc3ccccc32)oc(-c2ccccc2)c1-c1ccccc1
[5] COc1ccc(OC)c(/C=C/C(=O)OCC(=O)Nc2cccc(Oc3ccccc3)c2)c1
[6] CCOc1cc(N2CCOCC2)c(OCC)cc1NC(=O)COc1ncnc2ccc(Br)cc12
[7] CC(=O)Nc1sc2c(c1C(c1cccc(Cl)c1)N1CCN(CCO)CC1)CCCC2 (stereo not given)
[8] C[C@@H]1CCC[C@@]2(O[C@H](CCO)C[C@H](O)[C@H]2O)O1
assay / compound,1,2,3,4,5,6,7,8
APJ antag,2,9,5,16,2,-10,7,3
UPR XBP1 act,-1,-2,-1,-1,0,-3,0,0
tim23-1 inh,8,14,7,1,18,-22,9,26
APJ ag,-1,-3,-1,0,0,5,-4,3
Jurkat NFkB inh,-3,2,-4,7,25,-4,3,0
Mdm2 MdmX PPI,-22,-3,-13,0,10,21,20,-8
697 NFkB inh,9,-4,11,8,-2,4,-9,-59
CHOP UPR activ,1.2,-1.0,0.5,-2.7,1.3,-0.1,0.6,-1.9

[9] Fc1ccc(Nc2ccnc(Nc3ccc(F)cc3)n2)cc1
[10] CC(C)CNC(=S)NNC(=O)c1ccccc1OC(F)F
[11] CC1CCCCN1Cc1c(O)ccc2c(=O)c(-c3ccc(Cl)cc3)coc12 (stereo not given)
[12] N#Cc1ccc(CNc2cnccn2)cc1
[13] O=C(COc1ccccc1Br)NCc1ccco1
[14] O=C1COc2ccc(-c3csc(NCCc4ccccc4)n3)cc2N1
[15] CCOc1cc(C2C3=C(CC(C)(C)CC3=O)OC3=C2C(=O)CC(C)(C)C3)cc([N+](=O)[O-])c1O
[16] Cc1cc(C)cc(NS(=O)(=O)c2ccc(NC(=S)Nc3ccccc3)cc2)c1
assay / compound,9,10,11,12,13,14,15,16
APJ antag,4,10,-9,13,-1,16,2,-4
UPR XBP1 act,1,1,-2,-1,4,0,0,1
tim23-1 inh,10,-12,30,1,5,-10,29,16
APJ ag,7,-2,-3,-2,-2,-3,-5,1
Jurkat NFkB inh,-72,-3,-11,0,-3,-7,12,3
Mdm2 MdmX PPI,-67,-8,-21,-5,-20,-8,15,0
697 NFkB inh,-91,-14,-44,24,-1,-18,-6,2
CHOP UPR activ,7.5,-0.8,3.7,-1.3,15,3.4,-1.1,1.5

[17] C[C@H](CO)N1C[C@H](C)[C@@H](CN(C)Cc2ccncc2)Oc2c(NC(=O)C3CC3)cccc2C1=O
[18] O=C(N/N=C/c1ccc(O)c(O)c1)C1c2ccccc2Oc2ccccc21
[19] O=C(Nc1cccc(-c2cn3ccsc3n2)c1)c1ccccc1
[20] NC(=O)c1ccsc1NC(=O)COC(=O)CNC(=O)c1ccc(F)cc1
[21] Cc1ccc(S(=O)(=O)NCCc2cc3ccc(C)c(C)c3[nH]c2=O)cc1
[22] O=C1c2ccccc2-c2c1nc1c([n+]2[O-])CCCC1
[23] COc1ccc(OCCCC(=O)Nc2nncs2)cc1
[24] O=C(O)C1CC=CCC1C(=O)NCc1cn2ccccc2n1 (stereo not given)
assay / compound,17,18,19,20,21,22,23,24
APJ antag,13,1,1,26,-19,39,-22,15
UPR XBP1 act,-1,3,0,0,-4,6,-1,-2
tim23-1 inh,9,-5,-34,3,22,5,22,9
APJ ag,-1,6,-4,-1,4,-8,11,-3
Jurkat NFkB inh,10,3,-6,4,-10,-18,10,1
Mdm2 MdmX PPI,-20,4,4,1,3,8,-1,16
697 NFkB inh,20,-21,11,11,9,-19,-52,13
CHOP UPR activ,0.2,3.2,2.6,-0.1,-1.0,-0.1,-0.4,-0.5

[25] O=C(/C=C/c1ccc(Br)cc1)NCc1cccs1
[26] Cc1ccc(C(=O)CC2(O)C(=O)N(C)c3ccccc32)s1 (stereo not given)
[27] CCC(C)SCc1nc2ccccc2[nH]1 (stereo not given)
[28] COc1ccccc1N1CCN(CC(=O)N2N=CCC2c2ccccc2)CC1 (stereo not given)
[29] O=C(CS(=O)(=O)c1ccccc1)N1CCc2ccccc21
[30] O=C(NCc1ccccc1)C1=C[C@H](c2csc3ccccc23)C[C@H](OCc2ccc(CO)cc2)O1
[31] O=C(CN1C(=O)C2(OCCO2)c2cc(Br)ccc21)NO
[32] Cc1ccc(-n2nc3c4c(cccc4c2=O)-c2ccccc2-3)cc1
assay / compound,25,26,27,28,29,30,31,32
APJ antag,-19,10,6,-7,0,4,1,30
UPR XBP1 act,4,2,-4,1,1,-3,3,6
tim23-1 inh,16,24,1,9,6,22,-13,7
APJ ag,1,4,-4,-3,1,-2,5,-2
Jurkat NFkB inh,-6,2,2,-1,-45,-18,-13,6
Mdm2 MdmX PPI,-41,-9,12,-14,-40,54*,3,25
697 NFkB inh,-28,3,1,14,-43,-137,4,20
CHOP UPR activ,6.1,0.0,1.5,0.1,0.7,0.3,1.1,-0.5

Quoted at random: 6 entries already listed
[28] COc1ccccc1N1CCN(CC(=O)N2N=CCC2c2ccccc2)CC1 (stereo not given)
[27] CCC(C)SCc1nc2ccccc2[nH]1 (stereo not given)
[25] O=C(/C=C/c1ccc(Br)cc1)NCc1cccs1
[26] Cc1ccc(C(=O)CC2(O)C(=O)N(C)c3ccccc32)s1 (stereo not given)
[29] O=C(CS(=O)(=O)c1ccccc1)N1CCc2ccccc21
[32] Cc1ccc(-n2nc3c4c(cccc4c2=O)-c2ccccc2-3)cc1
assay / compound,28,27,25,26,29,32
APJ antag,-7,6,-19,10,0,30
UPR XBP1 act,1,-4,4,2,1,6
tim23-1 inh,9,1,16,24,6,7
APJ ag,-3,-4,1,4,1,-2
Jurkat NFkB inh,-1,2,-6,2,-45,6
Mdm2 MdmX PPI,-14,12,-41,-9,-40,25
697 NFkB inh,14,1,-28,3,-43,20
CHOP UPR activ,0.1,1.5,6.1,0.0,0.7,-0.5

(more compounds)
[33] CCCc1cc(=O)oc2cc(OC(C)C(=O)NC3CC(C)(C)NC(C)(C)C3)ccc12 (stereo not given)
[34] CCO[C@H]1OC(C(=O)N2CCN(Cc3ccc4c(c3)OCO4)CC2)=C[C@@H](c2ccccc2)[C@@H]1CCCO
[35] CCOC(=O)CSc1nnc(NC(=O)c2ccc3c(c2)OCO3)s1
[36] N#C/C(=C\c1cn[nH]c1-c1ccccc1Br)C(=O)O
[37] CCOC(=O)c1[nH]c(=O)[nH]c1COC(=O)c1cc2ccccc2o1
[38] Cc1ccccc1CC(=O)N1CCCC1
[39] Cc1ccccc1NC(=S)NNC(=O)c1cccnc1
[40] CCCNC1CCS(=O)(=O)C1 (stereo not given)
assay / compound,33,34,35,36,37,38,39,40
APJ antag,6,-2,7,1,-10,8,-8,10
UPR XBP1 act,-1,-3,-4,0,0,-5,-2,0
tim23-1 inh,10,-2,9,6,-2,-9,22,-9
APJ ag,-4,-3,1,-1,3,-3,-2,-7
Jurkat NFkB inh,13,15,20,-5,-25,4,13,9
Mdm2 MdmX PPI,10,27,-14,-2,2,8,-4,24
697 NFkB inh,1,13,22,1,5,11,-2,19
CHOP UPR activ,-1.0,-2.2,-4.0,1.5,-1.5,-0.6,2.8,2.2

[41] O=C(c1cc([N+](=O)[O-])ccc1N1CCCCC1)N1CCCC1
[42] O=C(CN1CCN(C2CCCCC2)CC1)NCCC1=CCCCC1
[43] Cc1cc(C)c2c(=O)[nH]n(C3CCOC(C)(C)C3)c2n1 (stereo not given)
[44] O=C(NCCCn1ccnc1)c1cc2ccccc2oc1=O
[45] Cc1ccc(OCc2ccc(C(=O)Nc3cc(C)on3)o2)c([N+](=O)[O-])c1
[46] NS(=O)(=O)c1ccc(NC(=O)COC(=O)C2CC(=O)N(Cc3ccccc3)C2)cc1 (stereo not given)
[47] CCc1ccc[n+](-c2[nH]c(=O)sc2/C=N/N=C(\[O-])c2ccncc2)c1
[48] CNS(=O)(=O)c1ccc2c3c(cccc13)C(=O)N2C
assay / compound,41,42,43,44,45,46,47,48
APJ antag,14,6,8,2,-5,16,8,8
UPR XBP1 act,-2,-2,-1,-1,-2,-2,-1,-4
tim23-1 inh,11,-11,-3,6,11,-3,3,10
APJ ag,-8,-2,-2,0,-2,-5,-1,-6
Jurkat NFkB inh,9,-10,14,2,17,13,-7,5
Mdm2 MdmX PPI,-2,13,8,-24,-2,-1,-24,15
697 NFkB inh,1,-3,-1,12,-12,5,6,9
CHOP UPR activ,1.4,-1.3,0.5,2.2,1.9,-0.1,0.9,1.8

[49] Cc1nn(C)cc1/C=N\NC(=O)c1ccc2c(c1)c(C)c(C)n2Cc1ccccc1
[50] CCOC(=O)C(NC(=O)NCc1ccc(F)cc1)(OCC)C(F)(F)F (stereo not given)
[51] CCc1ccc(NC(=O)C2CCCN(S(=O)(=O)c3ccc4[nH]c(=O)ccc4c3)C2)cc1 (stereo not given)
[52] O=C(COC(=O)C1CCCO1)Nc1nc(-c2ccc(F)cc2)cs1 (stereo not given)
[53] CCS(=O)(=O)N1CCC(NC(C)=O)(c2ccccc2)CC1
[54] CC(=O)N1CCCc2cc(S(=O)(=O)CCC(=O)Nc3cccc(C)c3C)ccc21
[55] COc1ccc(N=C2NC(=O)S/C2=C\c2ccc(N(C)C)cc2)cc1
[56] COc1ccccc1CCCNC(=O)C1CCC(=O)N(CCc2ccc(Cl)cc2)C1 (stereo not given)
assay / compound,49,50,51,52,53,54,55,56
APJ antag,-7,-8,-4,-5,-11,8,33,-31
UPR XBP1 act,1,-2,3,6,-2,-4,2,-3
tim23-1 inh,14,14,0,11,9,11,-5,-7
APJ ag,-2,-2,9,0,-4,-1,-11,-4
Jurkat NFkB inh,-12,-5,1,-19,-6,6,-30,-4
Mdm2 MdmX PPI,3,15,19,6,14,22,-37,13
697 NFkB inh,-5,-24,-34,-5,10,3,-72,-18
CHOP UPR activ,-0.5,1.7,3.1,2.4,-0.8,-0.5,3.6,1.9

[57] CC#CC[N+](C)(C)CCCCCC
[58] COc1cc(Cn2c(C(=O)O)cc3sccc32)cc(OC)c1OC
[59] O=C(CCCc1c[nH]c2ccccc12)N1CCN(S(=O)(=O)c2cccs2)CC1
[60] C=CCn1c(SCC(=O)NCC2CCCO2)nnc1C1CCCCC1 (stereo not given)
[61] CCn1c(C)nc2cc(C(=O)NNC(=O)CN(C)S(=O)(=O)c3ccc(NC(C)=O)cc3)ccc21
[62] Cc1cccc(CSc2nnc(CCNC(=O)OC(C)(C)C)o2)c1
assay / compound,57,58,59,60,61,62
APJ antag,7,8,20,13,10,6
UPR XBP1 act,-1,0,1,-1,-1,3
tim23-1 inh,1,6,14,25,-15,27
APJ ag,-2,-3,2,-1,-5,-2
Jurkat NFkB inh,-2,4,10,4,-5,7
Mdm2 MdmX PPI,-1,12,0,9,7,4
697 NFkB inh,-15,18,-2,11,-8,25
CHOP UPR activ,-1.2,2.9,-0.8,-1.5,3.5,1.5

Exported field by field: 2 of the compounds above.
57	CC#CC[N+](C)(C)CCCCCC
  APJ antag: 7	UPR XBP1 act: -1	tim23-1 inh: 1	APJ ag: -2	Jurkat NFkB inh: -2	Mdm2 MdmX PPI: -1	697 NFkB inh: -15	CHOP UPR activ: -1.2

59	O=C(CCCc1c[nH]c2ccccc12)N1CCN(S(=O)(=O)c2cccs2)CC1
  APJ antag: 20	UPR XBP1 act: 1	tim23-1 inh: 14	APJ ag: 2	Jurkat NFkB inh: 10	Mdm2 MdmX PPI: 0	697 NFkB inh: -2	CHOP UPR activ: -0.8

From PubChem
